Screening results as filed in PubChem BioAssay.
L3MBTL1 block: qHTS Assay for the Inhibitors of L3MBTL1. Potency, µM (series often up to 57.1 µM), inactives show top-dose activity, negative = inhibition, actives largely listed as inhibitors. Lethal(3)malignant brain tumor-like protein 1 (Homo sapiens), Q9Y468. hit rate 0.66% among 230,000. AlphaScreen L3MBTL1–H3K9me1 peptide binding. AID 485360, 2010; further: nearly all actives have a fitted effect of over 60% in size
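AlphaScreen assay: L3MBTL1 (50 nM final) was preincubated 30 min at room temperature with biotinylated H3(1-15)K9me1 peptide (75 nM final), then 30 min with library compounds; streptavidin donor and nickel chelate acceptor beads (10 ug/mL final) added, 30 min dark.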
TRb-SRC2 inh: qHTS for Inhibitors of the Interaction of Thyroid Hormone Receptor and Steroid Receptor Coregulator 2; Thyroid hormone receptor beta (Homo sapiens), P10828; TRbeta-SRC2 peptide binding, fluorescence polarization; receptor liganded with 1 µM T3; Potency, µM (highest dose often 106 µM), inactives show top-dose activity change, negative = inhibition, hits mostly inhibitors; hit rate 0.065% among 280,000; AID 1469, 2008;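 further: plate controls were bound peptide for no effect and peptide without receptor for full effect; nearly all actives have a fitted effect of over 50% in size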
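Read-out is fluorescence polarization (555 nm excitation, 632 nm emission) of a Texas Red SRC2 coactivator peptide; loss of signal reflects blocked binding to human TRb ligand-binding domain in the presence of 1 uM T3.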
Tau ThT inhib: qHTS for Inhibitors of Tau Fibril Formation, Thioflavin T Binding; Microtubule-associated protein tau (Homo sapiens), P10636; recombinant tau K18 P301L, heparin-induced fibrillization, ThT fluorescence; Potency, µM (series often up to 57.4 µM), without a hit: at the highest dose activity, negative = inhibition, most hits filed as inhibitors; hit rate 2.1% among 270,000; AID 1460, 2008; further: nearly all actives have a fitted effect of over 55% in size
Target sequence (P10636 561-689 P618L limits assumed): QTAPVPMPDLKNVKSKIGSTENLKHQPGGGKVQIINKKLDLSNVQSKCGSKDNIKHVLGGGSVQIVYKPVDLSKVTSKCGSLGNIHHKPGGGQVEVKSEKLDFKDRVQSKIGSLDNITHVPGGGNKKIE
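Recombinant human tau K18 fragment […] carrying P301L, 15 uM unlabeled plus 0.24 uM Alexa 594-labeled, was fibrillized with 20 uM heparin in 100 mM sodium acetate pH 7 for 6 hr at 37 C; 30 uM ThT fluorescence read after 1 hr.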
aGal spleen mod: qHTS Assay for Inhibitors and Activators of Human alpha-Galactosidase From Spleen Homogenate | Potency, µM (titrated, usually from 80 µM), inactives show at the top dose activity change, negative = inhibition, usual class: inhibitors | Alpha-galactosidase A (Homo sapiens), P06280 | human spleen homogenate, 4MU-alpha-Gal fluorescence, 40 min | hit rate 0.008% among 240,000;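 further: 0% = enzyme with vehicle and -100% = no enzyme basal signal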
Target sequence (P06280 32-429 limits assumed): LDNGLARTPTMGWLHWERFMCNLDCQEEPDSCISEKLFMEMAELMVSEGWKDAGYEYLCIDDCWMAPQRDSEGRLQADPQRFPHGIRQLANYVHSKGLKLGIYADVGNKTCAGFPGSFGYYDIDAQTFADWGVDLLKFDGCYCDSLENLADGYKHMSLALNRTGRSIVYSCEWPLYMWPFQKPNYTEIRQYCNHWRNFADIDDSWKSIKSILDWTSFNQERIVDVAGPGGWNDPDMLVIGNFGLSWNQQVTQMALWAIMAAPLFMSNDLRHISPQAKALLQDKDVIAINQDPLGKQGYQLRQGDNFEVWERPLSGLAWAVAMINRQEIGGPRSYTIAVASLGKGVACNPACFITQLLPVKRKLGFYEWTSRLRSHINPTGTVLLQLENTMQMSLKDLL
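Fluorogenic readout (Ex 365/Em 440 nm) of 4-methylumbelliferone released from 1 mM 4-MU-alpha-galactoside by spleen homogenate, 40 min at 37C, pH 5.0. Data normalized to no-enzyme and enzyme controls; Hill-equation AC50 from compound titrations.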
TR SRC2 fluor cs: Total Fluorescence Counterscreen for Inhibitors of the Interaction of Thyroid Hormone Receptor and Steroid Receptor Coregulator 2; TRb/SRC2 Texas Red total fluorescence interference; Potency, µM (titrated, usually from 106 µM), for the others: top-dose fluorescence change, negative = quenching; hit rate 0.29% among 280,000; AID 1479, 2009; active means well fitted curve in either direction with a large enough effect; inconclusive means small, poorly fitted or top-dose-only effect
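Flags fluorescent or light-absorbing compounds by total fluorescence, S + 2P, at 555 nm excitation and 632 nm emission. Mixture: 20 nM Texas Red SRC2 peptide, 0.6 uM human TRb LBD, 1 uM T3, 5% DMSO; compound exposure 5 h at ambient temperature.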
Tau fluor counter: Counterscreen qHTS for Inhibitors of Tau Fibril Formation, Fluorescence Polarization; tau K18 P301L (four-repeat tau fragment) Alexa594 fluorescence, heparin fibrillization; Potency, µM (doses to about 57.7 µM), without a hit: at the highest dose activity change, negative = decrease; hit rate 0.93% among 280,000; further: nearly all actives have a fitted effect of over 55% in size
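Human K18 P301L tau (15 uM unlabeled plus 0.24 uM Alexa 594-labeled, final) in 100 mM sodium acetate pH 7 was mixed with compound and 20 uM heparin and incubated 6 hr at 37 C.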
Tau fibril FP: qHTS for Inhibitors of Tau Fibril Formation, Fluorescence Polarization | K18 P301L tau heparin fibrillization, Alexa594 FP, 6 h | Microtubule-associated protein tau (Homo sapiens), P10636 | hit rate 0.39% among 280,000 | AID 1468, 2008 | Potency, µM (highest dose often 57.7 µM), inactives show at the highest dose activity, negative = inhibition, actives largely listed as inhibitors; further: nearly all actives have a fitted effect of over 55% in size
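Recombinant K18 P301L […], labeled with Alexa 594 at 0.24 uM over 15 uM unlabeled; heparin inducer 20 uM final; 37 C, 6 hr; FP endpoint.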
ALDH1A1 inh: qHTS Assay for Inhibitors of Aldehyde Dehydrogenase 1 (ALDH1A1); Purified ALDH1A1, NADH fluorescence, propionaldehyde substrate; hit rate 7.3% among 220,000; Aldehyde dehydrogenase 1A1 (Homo sapiens), P00352; Potency, µM (doses to about 75.3 µM), without a hit: at the highest dose activity, negative = inhibition, actives largely listed as inhibitors; active means well fitted inhibition curve with a large enough effect, not every such curve was filed as active; inconclusive means small, poorly fitted or top-dose-only effect, or another doubt; inactive means no such curve, though single readings can be large or run the other way;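 further: plate controls were no enzyme wells and a reference inhibitor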
Target sequence (P00352 whole entry, looked up): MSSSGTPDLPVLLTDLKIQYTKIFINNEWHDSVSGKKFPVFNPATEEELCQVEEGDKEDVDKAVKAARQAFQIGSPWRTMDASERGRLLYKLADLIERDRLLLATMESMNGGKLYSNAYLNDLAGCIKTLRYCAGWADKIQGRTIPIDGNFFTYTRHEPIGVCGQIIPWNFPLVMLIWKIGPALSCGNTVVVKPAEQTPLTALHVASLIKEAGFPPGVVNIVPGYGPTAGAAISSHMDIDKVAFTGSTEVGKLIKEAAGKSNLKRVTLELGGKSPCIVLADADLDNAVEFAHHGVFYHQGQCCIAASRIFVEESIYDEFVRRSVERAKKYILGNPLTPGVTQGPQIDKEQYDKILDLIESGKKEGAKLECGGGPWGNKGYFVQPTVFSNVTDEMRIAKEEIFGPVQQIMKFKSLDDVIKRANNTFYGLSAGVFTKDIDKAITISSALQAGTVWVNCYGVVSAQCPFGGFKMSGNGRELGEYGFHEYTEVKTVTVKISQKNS
The depositor's hits bear a star; ? = inconclusive; nt = no result given; & = joins results of further samples; [ ] = remark or other dose. Unless noted, the call rests on the fitted dose curve; in most records, active means well fitted curve in the direction sought with a large enough effect; inconclusive means small, poorly fitted or top-dose-only effect, or another doubt; inactive means no such curve, though single readings can be large; an effect the other way counts as inactive or inconclusive. Unless noted, on the % scale 0 is the no-effect control and ±100 the full control effect; potency means the concentration at half of the fitted maximal effect.

Molecule	Tau fibril FP	Tau fluor counter	Tau ThT inhib	aGal spleen mod	TR SRC2 fluor cs	ALDH1A1 inh	TRb-SRC2 inh	L3MBTL1 block
COc1cccc(N2C(=O)C3C(C2=O)C3(c2ccccc2)c2ccccc2)c1 (stereo not given)	-1%	-24%	?	-1%	-5%	nt	1%	-15%
CC(=O)Oc1ccccc1-c1nc(C)nc(N(C)C(C)=O)n1	0%	-1%	-9%	-12%	-1%	10%	5%	nt
Cc1cc(C)nc(/N=C(\N)Nc2ccc(-c3ccccc3)cc2)n1	?	3%	-17%	-11%	-1%	-10%	3%	-28%
O=C(NC1CCCCC1)c1ccc2c(c1)sc1nc(-c3ccc(F)cc3)cn12	1%	3%	-4%	nt	-9%	nt	-1%	nt
COc1ccccc1NS(=O)(=O)c1ccc(NC(=O)c2nc3ncccn3n2)cc1	-5%	-3%	-12%	-15%	-1%	9%	9%	-1%
COC(=O)CSc1nnc(Cc2ccccc2)n1-c1ccc(C)cc1	2%	0%	0%	9%	-2%	-8%	-16%	?
COc1ccc(-c2cc(C(=O)Nc3ccc(S(=O)(=O)Nc4ncccn4)cc3)c3ccccc3n2)cc1	-13%	-6%	-6%	1%	-6%	?	0%	1%
CC(=O)c1ccc(NC(=O)c2cc(C)nn2-c2ccccc2)cc1	-5%	-12%	3%	nt	-5%	nt	-3%	nt
O=C(CN(Cc1ccco1)C(=O)Cn1nnc(-c2cccs2)n1)NCc1ccccc1	-2%	-6%	-6%	3%	0%	-10%	4%	-3%
COc1cccc(CNC(=O)CCC2CCCN(C(=O)CCn3cncn3)C2)c1 (stereo not given)	12%	4%	-2%	1%	-6%	-6%	-5%	-2%
Cc1ccc(S(=O)(=O)NCC(C)NS(C)(=O)=O)cc1 (stereo not given)	1%	-6%	-4%	-7%	1%	14µM*	-20%	nt
Cc1ccc(-c2noc(CN(C(=O)c3cccs3)C(C)C)n2)cc1	4%	-9%	-11%	23%	-9%	-14%	3%	nt
COc1ccc(Cl)cc1NC(=O)c1cc2c(s1)-c1ccccc1OC2	?	-19%	2%	nt	1%	nt	-2%	nt
CCc1nn(CCCC(=O)N2CCN(c3cc(Cl)ccc3C)CC2)c(=O)c2cc3occc3n12	5%	-9%	?	nt	-2%	nt	5%	nt
CCCN(Cc1ccccc1)C(=S)Nc1ccc(F)cc1	-7%	-11%	1%	-6%	-2%	-12%	1%	13%
CC(C)Oc1nnnn1-c1ccccc1	-2%	-8%	-11%	-3%	-3%	-1%	-13%	-3%
CS(=O)(=O)Nc1c(O)ccc2c1CCCC2C1=NCCN1 (stereo not given)	-7%	-2%	-3%	-10%	-3%	2%	8%	nt
CC(C)C(=O)Nc1nc2cc3c(cc2s1)OCCO3	-4%	?	nt	-12%	-2%	nt	0%	nt
O=C(NCc1ccc(F)cc1)c1c(O)nc2ccccn2c1=O	3%	-5%	5%	nt	4%	nt	-3%	nt
Cc1oc2c(CN3CCOCC3)c(O)ccc2c(=O)c1-c1ccc(Cl)cc1	11%	-1%	-6%	-2%	-2%	?	3%	4%
COc1ccc(C)cc1NC(=O)NCc1ccco1	3%	-3%	0%	-2%	-4%	-2%	-5%	2%[11.4 µM]
CCOc1ccc(C2CC(c3ccc(CC)cc3)n3nc(N)nc3N2)cc1 (stereo not given)	2%	-9%	-13%	-11%	-1%	?	6%	12%
CCCS(=O)(=O)Nc1cc(C(F)(F)F)ccc1OCCOC	-2%	-20%	-15%	11%	-3%	?	3%	nt
CCOC(=O)C1CCN(S(=O)(=O)c2cccc(-c3csc(C)n3)c2)CC1	-2%	-17%	-16%	-4%	-1%	?	-4%	-1%
COc1ccc(NC(=O)Cn2c(=O)n(-c3ccc(CC(=O)NCC4CCCO4)cc3)c(=O)c3ccccc32)c(OC)c1 (stereo not given)	-6%	-6%	-4%	nt	0%	nt	8%	nt

Molecule	Tau fibril FP	Tau fluor counter	Tau ThT inhib	aGal spleen mod	TR SRC2 fluor cs	ALDH1A1 inh	TRb-SRC2 inh	L3MBTL1 block
O=C(Nc1ccc2nc(-c3cccnc3)[nH]c2c1)C1CCCCC1	-7%	-13%	-5%	4%	1%	-10%	-7%	-17%
CCOC(=O)C1=C(CBr)NC(=O)NC1C (stereo not given)	-10%	6%	-1%	-1%	-2%	14µM*	-6%	10%
O=C(O)c1cccc(N/N=C/c2cc(Br)cc(Br)c2O)c1	?	18µM*[quencher]	11µM*	3%	-18%	-9%	-4%	-16%
CCC/C=C(\CCC)C(NS(=O)(=O)c1cccc2cccnc12)c1ccc(C(=O)OC)cc1 (stereo not given)	-2%&-5%	-20%&-17%	-14%&-10%	-11%&10%	-1%&0%	-7%&-5%	1%&1%	-2%
COc1cc2c(-c3ccccc3O)nc3c(c(C)nn3-c3ccccc3)c2cc1OC	-12%&3%	-21%&-14%	-5%&-2%	5%	-4%&0%	4%	-1%&-7%	11%
Cc1ncsc1CCSc1nc2ccccc2c(=O)n1C	-8%	-8%	?	4%	-2%	-7%	0%	-3%
COc1ccc([N+](=O)[O-])c(S(=O)(=O)c2ccccc2)n1	-8%	-29%	?	-2%	-1%	nt	2%	0%
COc1ccc(OC)c(/C=N/NC(=O)Cc2nc3ccccc3[nH]2)c1	2%	2%	4%	11%	0%	?	6%	-13%
N#CC1(c2ccc(NC(=O)c3ccccc3)cc2)CCCC1	-12%	-17%	-15%	1%	-2%	4.5µM*	-22%	5%
CCO[C@@H]1OC(C(=O)NC2CC2)=C[C@H](c2ccc3c(c2)OCO3)[C@H]1CCCO	10%	12%	4%	2%	-1%	1%	-1%	8%
O=C(NCCCN1CCCC1=O)c1ccc(CNS(=O)(=O)c2ccc(F)cc2)cc1	-10%	-4%	-7%	10%	0%	14%	-15%	7%
CC(C)c1cnc(NC(=O)Cc2ccccc2)s1	-1%	-25%	-5%	-1%	-1%	0%	-2%	nt
Cc1c(N2C(=O)CSC2c2ccc(F)cc2)c(=O)n(-c2ccccc2)n1C (stereo not given)	2%	0%	-13%	3%	-6%	nt	-1%	-3%
Cc1cc(C)c(NC(=O)Cn2cc(S(=O)(=O)Cc3ccccc3F)c3ccccc32)c(C)c1	-6%	-16%	-7%	nt	-22%	nt	1%	nt
COc1ccccc1/C=C/C=C1\Oc2c(ccc(O)c2CN2CCN(CCO)CC2)C1=O	0%	?	?	-2%	-18%	?	3%	-1%
Cc1noc(C)c1S(=O)(=O)NCC(=O)O	-8%	-4%	0%	13%	-2%	-9%	-18%	2%
COc1ccc(Cl)cc1NC(=S)NCCc1ccc(S(N)(=O)=O)cc1	-3%	-11%	-2%	-1%	0%	6.3µM*	-2%	-2%
CN1CCCN(C(=O)CNC(=O)Cc2ccccc2)CC1	-9%	-8%	-3%	6%	-10%	3%	-6%	39%[activator]
C/C(=C\C(=S)Nc1ccccc1)Nc1ccccc1	0%	-13%	?	-3%	-3%	5%	-5%	10%
CN(C)C(=O)CSc1nnc(CCCCCNC(=O)OC(C)(C)C)o1	-4%	2%	-5%	4%	-6%	6%	0%	3%
CCOc1ccc(C2OC(=O)Cc3cc(OC)c(OC)cc32)cc1 (stereo not given)	1%	-2%	0%	-1%	-1%	?	-3%	4%
CC(=O)c1ccc(N2CCN(C(=O)Nc3ccc(Cl)cc3)CC2)cc1	-5%	-25%	-30%	2%	-1%	4%	-4%	nt
CSc1ncccc1C(=O)OCC(=O)Nc1ccc2c(c1)OCO2	2%	-13%	-11%	-4%	-9%	?	-2%	12%
CCOC(=O)CSc1nc2sccc2c(=O)[nH]1	?	-4%	-8%	-5%	0%	3%	-6%	nt
Cc1ccc(Cl)c2c1N[C@@H](c1ccc(C(=O)O)cc1)[C@H]1CC=C[C@@H]21	-7%	-15%	?	nt	-9%	nt	-1%	nt

Molecule	Tau fibril FP	Tau fluor counter	Tau ThT inhib	aGal spleen mod	TR SRC2 fluor cs	ALDH1A1 inh	TRb-SRC2 inh	L3MBTL1 block
CN(C)n1cccc1/C=C(\C#N)S(=O)(=O)c1cccc(Cl)c1	-13%	?	nt	1%	-1%	nt	-2%	nt
COc1ccc(C2CC(=O)C=C(NC3CCCC3)C2)cc1 (stereo not given)	4%	-1%	-1%	-3%	-3%	?	3%	-18%
Cc1nn(-c2ccc(F)cc2F)c(=O)c2noc(C)c12	-3%	-12%	-5%	-2%	-2%	0%	-1%	-1%
CC1=C(C#N)C(C(F)(F)F)(C(F)(F)F)N=C(c2ccco2)N1	0%	-4%	7%	-3%	-1%	6%	9%	4%
CC(C)(C)C(=O)OCc1nc(-c2ccc(O)c(O)c2)cs1	1%	?	?	-11%	-7%	nt	-3%	nt
Cc1cc(C(=O)CSc2nnnn2-c2ccccc2)c(C)n1CCc1ccccc1	-10%	-11%	-2%	5%	2%	?	-8%	nt
CCOC(=O)c1cccc(NC(=O)c2cncc(Br)c2)c1	1%	-1%	-2%	3%	1%	-2%	-1%	14%
C/C(CC(=O)Nc1ccc(C)cc1C)=N\NC(=O)C(C)C	4%	-3%	-10%	-4%	-5%	5%	-2%	5%
CCCCNC(=O)N(C)c1nc2ccccc2s1	2%	-7%	-4%	-4%	-1%	?	-3%	15%

Full records, looked up by structure. Order of values: Tau fibril FP, Tau fluor counter, Tau ThT inhib, aGal spleen mod, TR SRC2 fluor cs, ALDH1A1 inh, TRb-SRC2 inh, L3MBTL1 block
COc1cccc(N2C(=O)C3C(C2=O)C3(c2ccccc2)c2ccccc2)c1 (stereo not given) is listed with -1%, -24%, ?, -1%, -5%, nt, 1%, -15%
Cc1ccc(-c2noc(CN(C(=O)c3cccs3)C(C)C)n2)cc1 is listed with 4%, -9%, -11%, 23%, -9%, -14%, 3%, nt
